Bioassay records from PubChem.
C-LANA FP – KSHV C-LANA DNA binding inhibition | MBP-C-LANA/FAM-LBS DNA binding, fluorescence polarization | inhibition, % at 9 µM | 340,000 compounds, 0.078% hits | AID 504423;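 active = highest replicate inhibition at or above 60% at 9 µM, even if other replicates fall short; inactive = all replicates below 60% inhibition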;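 also: 0% = neutral control wells and 100% = 4 µM acridine orange control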
CAL PDZ FP-1 – inhibitors of human CAL PDZ peptide binding. Q9HD26. purified CAL PDZ, TMR-peptide fluorescence polarization, 1 h. inhibition, % at 20 µM. 330,000 compounds, 0.02% hits. AID 504414;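 active = highest replicate inhibition of at least 40%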;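 also: plate controls were DMSO neutral control wells for no effect and unlabeled competitor peptide control wells for full effect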
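Test system: purified CerCALP PDZ construct; Compound dosing: one concentration, 20 µM compound; Also added: TMR-labelled reporter peptide T*-PRC34 bound in PDZ groove; Read-out: inhibition from polarization loss; Controls: unlabelled peptide and DMSO controls; Signal: FP readout, S and P plane fluorescence; Incubation: 1 h at RT.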
DSG3 Ab inh – human desmoglein-3 autoantibody binding inhibition; P32926; DSG3-coupled beads, scFv-anti-DSG3-GFP binding, flow cytometry; hits give low values; binding (percent of control), % at 10 µM; 310,000 compounds, 0.48% hits;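 active = binding more than 3 SD below its plate's average and above zero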;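 also: hits lower antibody fragment binding to DSG3; some compounds called inactive have numbers as strong as hits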
CAL PDZ FP-2 – inhibitors of human CAL PDZ peptide binding; purified CAL PDZ, TMR-peptide fluorescence polarization, 1 h; AID 602252; 300,000 compounds, 0.92% hits; inhibition, % at 24.9 µM; Q9HD26;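 active = mean inhibition of at least 30% with at least half of replicates also reaching 30%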;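 also: 0% = DMSO neutral control and 100% = excess unlabeled competitor peptide PRC23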
V-ATPase pHluor – alters yeast V-ATPase proton transport; S. cerevisiae, pHLuorin cytosolic pH fluorescence; response, % at 10 µM; 350,000 compounds, 0.37% hits; AID 504577; in the data active = response mostly above about 7.3%, no sharp cut-off; inactive = mostly below about 5.4%; also: actives read high; inactives centre near 0; some compounds called inactive have numbers as strong as hits
NSD2 inh – blocks human histone methyltransferase NSD2 | O96028 | NSD2 peptide methylation, AlphaScreen, 120 min | inhibition, % at 12.5 µM | 310,000 compounds, 0.54% hits | AID 743445; in the data active = inhibition above about 50%
Target sequence (O96028 whole entry, looked up): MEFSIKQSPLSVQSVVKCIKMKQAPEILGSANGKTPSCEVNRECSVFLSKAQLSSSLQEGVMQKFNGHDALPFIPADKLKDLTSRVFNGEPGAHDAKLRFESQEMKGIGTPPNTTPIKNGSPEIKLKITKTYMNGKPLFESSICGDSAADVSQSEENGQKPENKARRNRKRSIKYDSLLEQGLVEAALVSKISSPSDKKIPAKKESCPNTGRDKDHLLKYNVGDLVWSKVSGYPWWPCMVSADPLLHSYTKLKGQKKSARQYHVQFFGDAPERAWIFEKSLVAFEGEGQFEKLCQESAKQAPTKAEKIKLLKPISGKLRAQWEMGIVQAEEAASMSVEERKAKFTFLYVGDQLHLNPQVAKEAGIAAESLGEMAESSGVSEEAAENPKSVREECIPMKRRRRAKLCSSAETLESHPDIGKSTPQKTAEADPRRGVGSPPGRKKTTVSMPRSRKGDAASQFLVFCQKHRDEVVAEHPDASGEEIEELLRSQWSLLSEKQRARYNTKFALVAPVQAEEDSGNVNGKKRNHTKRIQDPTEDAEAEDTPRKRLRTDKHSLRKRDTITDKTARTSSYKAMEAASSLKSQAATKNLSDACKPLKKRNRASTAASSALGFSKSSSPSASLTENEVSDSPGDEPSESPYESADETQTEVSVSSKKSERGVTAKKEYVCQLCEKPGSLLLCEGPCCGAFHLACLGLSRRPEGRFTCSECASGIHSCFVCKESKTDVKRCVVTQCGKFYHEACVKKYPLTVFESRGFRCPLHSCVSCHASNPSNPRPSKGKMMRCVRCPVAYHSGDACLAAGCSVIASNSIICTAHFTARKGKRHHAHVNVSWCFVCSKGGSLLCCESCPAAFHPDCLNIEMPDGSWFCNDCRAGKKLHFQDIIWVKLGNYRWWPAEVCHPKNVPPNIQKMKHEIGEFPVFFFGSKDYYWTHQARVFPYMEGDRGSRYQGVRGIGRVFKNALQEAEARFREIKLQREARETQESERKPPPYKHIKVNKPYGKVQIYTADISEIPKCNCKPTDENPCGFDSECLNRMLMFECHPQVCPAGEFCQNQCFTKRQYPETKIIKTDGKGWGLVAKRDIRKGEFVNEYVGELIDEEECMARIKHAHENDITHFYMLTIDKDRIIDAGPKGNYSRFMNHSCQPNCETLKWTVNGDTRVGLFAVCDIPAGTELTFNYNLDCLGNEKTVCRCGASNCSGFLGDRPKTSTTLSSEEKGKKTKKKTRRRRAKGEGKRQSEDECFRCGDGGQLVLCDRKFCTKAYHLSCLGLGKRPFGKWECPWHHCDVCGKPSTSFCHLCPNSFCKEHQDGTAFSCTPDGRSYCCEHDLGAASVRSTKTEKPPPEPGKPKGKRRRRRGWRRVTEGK
DAGLB inhibitor – blocks human DAGLB lipase activity | Q8NCG7 | HEK293T DAGLB membrane lysate, EnzChek fluorogenic substrate | inhibition, % at 5.17 µM | 340,000 compounds, 0.059% hits; in the data active = inhibition above about 34%;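 also: 0% = enzyme with vehicle and 100% = wells lacking enzyme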
Cardiac RTF inh – cardiac RTF calcium desensitization; 340,000 compounds, 0.12% hits; AID 493244; inhibition, % at 7.15 µM; P19429+P45379; IANBD-labeled cardiac RTF, Ca2+ fluorescence;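 active = inhibition above the mean inhibition of all tested compounds plus 3 SD, cut at about 17% in these data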;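 also: assay run at fixed EC70 calcium of 1.6 mM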
Keap1-Nrf2 PPI – disrupts human Keap1 binding to Nrf2 peptide; inhibition, % at 9.4 µM; AID 504523; 340,000 compounds, 0.15% hits; Q14145; Keap1 Kelch-Nrf2 peptide fluorescence polarization, 1536-well; in the data active = inhibition above about 12%;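 also: human Keap1 Kelch domain with fluorescein labeled Nrf2 9mer peptide probe; 0% = neutral control wells and 100% = peptide positive control; higher means more block of Keap1 binding to Nrf2 peptide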
Arr AP2 block – blocks beta-arrestin peptide binding to AP2 adaptin | FITC-arrestin peptide / GST-AP2 beads, flow cytometry; AP2 beta2 appendage carries R879A mutation | 340,000 compounds, 0.31% hits | inhibition, % at 10 µM;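 active = inhibition above a set limit, near 3 SD of compounds lacking own fluorescence, cut at about 54% in these data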;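 also: plate controls were DMSO wells for no effect and 5 µM unlabelled arrestin peptide for full effect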
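system = GST-tagged AP2 beta2-adaptin appendage (R879A) on 4 µm glutathione beads | reagent = FITC-labelled arrestin peptide probe, 50 nM final | schedule = compound with beads 12 min RT, then probe 1 h RT | signal = HyperCyt-sampled flow cytometry, FL1 channel, ex 488/em 535 nm | read-out = percent response from loss of bead-bound FITC fluorescence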
* = called active by the depositor; · = not tested or not shown.

A first look (7 entries):
SMILES | C-LANA FP | CAL PDZ FP-1 | DSG3 Ab inh | CAL PDZ FP-2 | V-ATPase pHluor | NSD2 inh | DAGLB inhibitor | Cardiac RTF inh | Keap1-Nrf2 PPI | Arr AP2 block
O=S(=O)(c1cccc(-c2n[nH]c(=S)n2Cc2ccccc2)c1)N1CCOCC1 | 0.5 | 1.7 | 98 | -4 | -5 | 0 | -2 | 1 | -4 | 15
Cc1ccc(Cl)cc1N1CCN(S(=O)(=O)c2cc3c(cc2C)NC(=O)CO3)CC1 | 0.8 | 0.7 | 104 | · | 4 | · | -3 | -5 | 6 | -1
Cc1ccccc1-c1nc(CN2CCC(C(=O)N3CCN(c4ccccn4)CC3)CC2)c(C)o1 | 3.1 | -0.6 | 113 | · | 0 | · | 0 | -8 | -4 | 21
N/C(=N\OC(=O)Nc1ccccc1)c1ccno1 | -0.7 | -0.5 | 76 | · | 1 | -1 | · | · | 3 | 33
COc1ccc(NC(=O)c2cccc(NC(=O)c3ccco3)c2)c(OC)c1 | -1.3 | -0.9 | 103 | 11 | 8 | · | 1 | -3 | 3 | 7
Cc1ccc(CNC(=O)c2ccc(Cn3nc(C)cc3C)o2)cc1 | 0.2 | -0.2 | 109 | -4 | -8 | 14 | 1 | 1 | -4 | -5
COc1ccc(OC)c(N/C=C/C(=O)c2ccccc2)c1 | -1.3 | 1.5 | 178 | -2 | 2 | 3 | -2 | -4 | -2 | 4

The whole of this part, from the first entry:
SMILES | C-LANA FP | CAL PDZ FP-1 | DSG3 Ab inh | CAL PDZ FP-2 | V-ATPase pHluor | NSD2 inh | DAGLB inhibitor | Cardiac RTF inh | Keap1-Nrf2 PPI | Arr AP2 block
O=S(=O)(c1cccc(-c2n[nH]c(=S)n2Cc2ccccc2)c1)N1CCOCC1 | 0.5 | 1.7 | 98 | -4 | -5 | 0 | -2 | 1 | -4 | 15
Cc1ccc(Cl)cc1N1CCN(S(=O)(=O)c2cc3c(cc2C)NC(=O)CO3)CC1 | 0.8 | 0.7 | 104 | · | 4 | · | -3 | -5 | 6 | -1
Cc1ccccc1-c1nc(CN2CCC(C(=O)N3CCN(c4ccccn4)CC3)CC2)c(C)o1 | 3.1 | -0.6 | 113 | · | 0 | · | 0 | -8 | -4 | 21
N/C(=N\OC(=O)Nc1ccccc1)c1ccno1 | -0.7 | -0.5 | 76 | · | 1 | -1 | · | · | 3 | 33
COc1ccc(NC(=O)c2cccc(NC(=O)c3ccco3)c2)c(OC)c1 | -1.3 | -0.9 | 103 | 11 | 8 | · | 1 | -3 | 3 | 7
Cc1ccc(CNC(=O)c2ccc(Cn3nc(C)cc3C)o2)cc1 | 0.2 | -0.2 | 109 | -4 | -8 | 14 | 1 | 1 | -4 | -5
COc1ccc(OC)c(N/C=C/C(=O)c2ccccc2)c1 | -1.3 | 1.5 | 178 | -2 | 2 | 3 | -2 | -4 | -2 | 4
Cc1c(C)n(CCc2ccccc2)c2ncnc(NCCCN(C)C)c12 | -1.2 | · | 99 | -3 | 0 | 7 | 0 | -7 | 2 | -21
CC1(C)Cc2[nH]c3ccccc3c2C(C)(C)N1 | 6.5 | 0.8 | 100 | -1 | 0 | 3 | 2 | 0 | -8 | 4
OC(CN1C2=NCCCN2c2ccccc21)c1ccc(Br)cc1 (configuration not stated) | 3.3 | 0.6 | 94 | -2 | 0 | 3 | 2 | -1 | 6 | -4
C=C1C2(C(=O)NCc3ccco3)CCC(C2)C1(C)C (configuration not stated) | 0.6 | · | 92 | -2 | 0 | -2 | 0 | -3 | 1 | 5
CCOC(=O)/C(C#N)=C\c1ccc2c(c1)OCO2 | -1.7 | -0.9 | 101 | 2 | 4 | -3 | -3 | -5 | 0 | -14
Nc1ncnc2c1ncn2[C@@H]1O[C@H](CNC(=O)[C@@H]2CCN2)[C@@H](O)[C@H]1O | 1.0 | -2.2 | 112 | -2 | 3 | · | -1 | -8 | -4 | 8
COc1ccc(/C=N/n2c(-c3cc(C)[nH]n3)n[nH]c2=S)cc1OC | · | · | 99 | · | -3 | -3 | · | · | · | -16
CC(C)(C)OC(=O)N(CCc1ccccc1)Cc1cccc(OCc2cccc(NC(=O)C3CCCC3)c2)c1 | -0.8 | 0.0 | 98 | 2 | 3 | · | -18 | -4 | 4 | 29
Cc1cc(OC(C(=O)O)c2ccccc2)c2c(C)c(Cc3ccccc3)c(=O)oc2c1 (configuration not stated) | -1.0 | -1.7 | 99 | 0 | -1 | 0 | 5 | 7 | -8 | -4
Cc1ccc(S(=O)(=O)NCC2COc3ccccc3O2)cc1 (configuration not stated) | -0.4 | -2.9 | 88 | 0 | 2 | -6 | -8 | 5 | 1 | 24
CCCn1c(SCc2nc(-c3cccs3)no2)nnc1-c1ccncc1 | -0.6 | -1.7 | 124 | -2 | 3 | 0 | 3 | 1 | -3 | -7
Cc1cc(-c2cn3ccccc3n2)c(C)n1-c1ccccc1 | 0.4 | -4.1 | 99 | -2 | 0 | -5 | -2 | 0 | -2 | 4
COc1ccccc1N(CC(=O)N/N=C(\C)c1ccc(F)cc1)S(=O)(=O)c1ccccc1 | 1.1 | 0.2 | 102 | -1 | -3 | 0 | 1 | 8 | -6 | -16
O=C(OCc1cnc(Cl)s1)c1c(F)cccc1F | -2.3 | -1.8 | 103 | 1 | -2 | -1 | -5 | -14 | -6 | 19
CCOC(=O)[C@H]1[C@H]2COc3cc(OC)ccc3[C@@H]2N2C(=O)N(c3cccc(F)c3)C(=O)[C@@]12C | -2.1 | -0.1 | 104 | -4 | 0 | · | -5 | -8 | -4 | -13
CN(Cc1ccc(OC(F)F)cc1)C(=O)c1ccc(S(=O)(=O)N(C)c2ccccc2)cc1 | -0.4 | -0.1 | 97 | · | 1 | -1 | -3 | -6 | 3 | -5
CO[C@@]12[C@H](COC(N)=O)C3=C(C(=O)C(C)=C(N)C3=O)N1C[C@@H]1N[C@@H]12 | 0.8 | 1.2 | 92 | -2 | 1 | · | 0 | -19 | 0 | -7
Cn1c(=O)[nH]c(=O)c2c1nc(N1CCNCC1)n2Cc1cccc2ccccc12 | -0.1 | -3.4 | 105 | -2 | 1 | -5 | 1 | -3 | -4 | 3
CCOC(=O)CNC(=O)CSc1nc2sc(C)c(C)c2c(=O)n1C | 0.9 | -0.9 | 101 | 4 | -4 | 0 | -1 | 3 | -1 | 4
CCCCc1cc(=O)oc2cc(C)cc(OC(C)C(=O)NCC3CCC(C(=O)O)CC3)c12 (configuration not stated) | -0.8 | -2.2 | 102 | -1 | 1 | · | -2 | 4 | -4 | 8
COc1ccc(NC(C)=O)cc1NC(=O)c1cccc(S(=O)(=O)N2CCN(Cc3ccccc3)CC2)c1 | 2.6 | -1.7 | 114 | 1 | 0 | 1 | -2 | -15 | 5 | 37
Nc1cc(S(=O)(=O)N2CCCCC2)ccc1N1CCCCC1 | 0.2 | -0.7 | 82 | · | -1 | 3 | -2 | 2 | -4 | -7
COc1ccc(C2C(C#N)=C(N)N(c3cccnc3)C3=C2C(=O)CCC3)cc1Cn1cc([N+](=O)[O-])cn1 (configuration not stated) | -0.6 | 0.7 | 98 | -2 | 5 | · | 0 | -8 | -7 | 7
Cc1nn(CC(=O)Nc2ccccc2)c(=O)c2ccccc12 | -1.1 | -0.9 | 105 | 7 | 5 | -1 | 1 | -8 | 4 | 18
COc1cccc(N2CCN(CC(=O)Nc3nnc(-c4ccccc4)s3)CC2)c1 | 3.3 | -0.9 | 102 | 1 | 2 | · | -4 | 3 | 1 | 15
CC1CC(C)(C)NCc2ccccc21 (configuration not stated) | -0.7 | -1.9 | 95 | 5 | -2 | 0 | -1 | -4 | 0 | 9
CCOC(=O)C1=C(N)N(c2ccc(N3CCCCC3)cc2)C(=O)C1 | 1.0 | -1.2 | 96 | -1 | 1 | -2 | 1 | -32 | -4 | 2
Clc1ccc(Cl)c2sc(N3CCCC3)nc12 | 0.2 | -1.4 | · | -3 | 1 | · | -12 | 4 | -6 | 3
O=C(COC(=O)c1cc2ccccc2cc1O)NC1CCCCC1 | -1.6 | -0.8 | · | -3 | 3 | 0 | -3 | -6 | -2 | -4
CCn1ncc([N+](=O)[O-])c1C(=O)Nc1ccc(C)c(C)c1 | 0.7 | -1.4 | 116 | -2 | 3 | · | 0 | -15 | -8 | 13
Cc1occc1C(=O)NCCCc1ccccc1 | 0.7 | -0.6 | 102 | 0 | -5 | 5 | -6 | -6 | -2 | -1
O=C(N/N=C/c1cccc(O)c1)c1ccc(-n2cnnn2)cc1 | 0.0 | -2.9 | 96 | -1 | -1 | -4 | 0 | -5 | -7 | -3
Cn1c(=O)c2cc(S(=O)(=O)NCCC(=O)N3CC=C(c4ccccc4)CC3)ccc2n(C)c1=O | 1.1 | -1.1 | 96 | 0 | 0 | -3 | 1 | 1 | -6 | 11
C=CCNC(=S)N/N=C/c1ccc(N(CC)Cc2ccccc2)cc1 | 0.3 | 0.5 | 102 | 1 | -1 | -2 | 4 | 1 | 0 | 6
Cc1ccc(NC(=O)CCC(=O)c2ccc(Cl)s2)nc1 | 0.7 | -0.7 | 105 | -4 | -6 | 1 | 2 | -7 | -4 | -1
N#CC(CC(=O)c1ccc(Cl)cc1)c1ccccc1 (configuration not stated) | 0.4 | -0.3 | · | -2 | -4 | 1 | -4 | -3 | 0 | 11
CCC(C(=O)N1CCN(c2ncccn2)CC1)c1ccccc1 (configuration not stated) | 0.8 | -1.6 | 89 | 2 | 1 | · | 2 | -17 | -3 | 39
O=C(CSc1ccc2c(c1)OCCO2)Nc1ncc(Cl)cc1Cl | -2.3 | -0.6 | 102 | -4 | 7 | 0 | 1 | -2 | 2 | 5
COc1cc(Cl)c(C)cc1NC(=O)CCCN1C(=O)CCC1=O | -2.0 | -1.1 | 107 | · | 0 | -2 | -3 | -9 | -4 | -3
CCc1cccc(CC)c1NC(=S)NCc1nc2ccccc2[nH]1 | -1.3 | -1.7 | 104 | 0 | 0 | 2 | 1 | 3 | -1 | 7
O=C(NCC1CCN(Cc2ccc(F)cc2)CC1)C1CCCN(c2ncnc3c2nc2n3CCCCC2)C1 (configuration not stated) | -0.5 | -1.9 | 95 | -2 | -5 | 2 | -1 | 2 | 0 | 45
CCOc1cc(N2CCOCC2)c(OCC)cc1NC1=NCCCCC1 | 3.4 | 0.0 | 95 | -2 | -2 | 11 | 3 | -3 | 3 | 3
O=C(O)C1=C[C@H](c2ccccc2)C[C@H](OCCCCO)O1 | -1.2 | 0.1 | 100 | -1 | 1 | · | 1 | -29 | -4 | 15
CCCc1cc(NC(=O)COC(=O)c2ccc(O)cc2O)n(-c2ccccc2)n1 | 3.2 | -1.1 | · | -1 | -4 | -1 | -4 | 0 | -2 | 1
CC(C)CN1C(=O)C(=O)N(CC(=O)NCCCc2ccccc2)C1=O | · | · | 100 | · | 3 | 3 | 2 | · | · | ·

Only part of the results is shown; rates above refer to the full screens.
